GSH bead fluor: compound fluoresces at 488/530 nm on GSH beads; GSH beads flow cytometry, compound fluorescence 488/530 nm; stronger effect = higher value; fluorescence (KMESF) at 10 µM; 0.25% of 190,000 active; in the data active = fluorescence above about 89;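 also: glutathione beads carrying GST-tagged Bcl family fusion proteins plus one bare bead set; values are compound well signal with DMSO vehicle wells as background; inactives centre near 16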
Pf gamet viab: kills late stage P. falciparum gametocytes. 0.065% of 150,000 active. inhibition, % at 10.9 µM. P. falciparum stage V gametocytes, ATP luminescence, 24 h;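 active = inhibition above the mean plus 3 SD of compounds within the control limits, set per campaign, cut at about 38% in these data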;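 also: 0% = DMSO wells and 100% = medium only without gametocytes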
Rab2A wt mod: changes GTP binding to wildtype dog Rab2A, up or down; GST-Rab2 wt beads, Bodipy-GTP binding, flow cytometry; 0.19% of 190,000 active; GTP binding activity, % at 10 µM; P61105;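 active = GTP binding activity at least 20 points away from 100%, either lowered or raised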;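 also: 0% = beads with excess unlabeled GTP and 100% = no-compound control corrected for plate trend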
Cdc42 wt: modulators (inhibitors or activators) of GTP binding to human Cdc42 wildtype; GST-Cdc42 beads, Bodipy-GTP binding, flow cytometry; actives lie on both sides; percent activity (GTP binding), % at 10 µM; 0.2% of 190,000 active;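 active = percent activity GTP binding at least 20 points away from the 100% baseline, either down as inhibitor or up as activator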;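 also: median bead fluorescence of bound Bodipy-FL-GTP at 100 nM; 0% = excess unlabeled GTP control and 100% = no compound control; below 100% means less GTP binding so inhibitor and above means activator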
Target sequence (P60953 whole entry, looked up): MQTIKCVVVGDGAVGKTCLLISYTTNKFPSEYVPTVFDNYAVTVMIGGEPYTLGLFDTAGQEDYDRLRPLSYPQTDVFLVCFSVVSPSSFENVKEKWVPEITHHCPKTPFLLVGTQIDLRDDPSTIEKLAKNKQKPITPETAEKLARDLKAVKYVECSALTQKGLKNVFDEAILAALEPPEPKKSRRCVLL
HRas wt GTP bind: changes GTP binding to wildtype human HRas. P01112. GST-Ras wt beads, Bodipy-FL-GTP binding, flow cytometry; actives lie on both sides. GTP binding activity, % at 10 µM. 0.14% of 190,000 active. AID 759;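 active = GTP binding activity at least 20% away from the 100% baseline, either lowered as inhibitor or raised as activator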;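 also: 0% = unlabeled GTP competition control and 100% = no-compound control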
Target sequence (P01112 whole entry, looked up): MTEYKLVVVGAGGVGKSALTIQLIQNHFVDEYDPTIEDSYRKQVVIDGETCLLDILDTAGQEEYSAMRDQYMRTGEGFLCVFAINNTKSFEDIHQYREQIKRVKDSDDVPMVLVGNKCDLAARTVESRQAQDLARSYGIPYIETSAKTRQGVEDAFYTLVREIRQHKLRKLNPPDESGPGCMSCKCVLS
Rab7 wt GTP bind: dog Rab7 wildtype GTP binding, inhibitors and activators; GTP binding activity (percent of control), % at 10 µM; 0.055% of 190,000 active; GST-Rab7 beads, fluorescent GTP binding, flow cytometry; actives lie on both sides; untreated = 100%, excess cold GTP = 0%;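 active = fluorescent GTP binding to Rab7 beads changed by at least 20 points from the 100% baseline, either direction, mostly lower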;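 also: median green fluorescence of bound Bodipy-FL-GTP per Rab7 bead population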
Rac1 mut GTP: alters GTP binding to activated mutant human Rac1 | P63000 | GST-Rac1 activated beads, fluorescent GTP binding, flow cytometry; actives lie on both sides; 100% means binding = to untreated wells | percent activity (GTP binding), % at 10 µM | 0.11% of 190,000 active;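 active = GTP binding at least 20 percentage points away from the 100% baseline, in either direction, so actives lie on both sides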
ABCG2 block: inhibitors of human ABCG2 transporter, ABCB1 counter-screen. Q9UNQ0. 0.1% of 190,000 active. IgMXP3 cells, JC-1 efflux, flow cytometry. inhibition, % at 6.6 µM. AID 1325;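 active = inhibition above 80%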;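 also: 0% = DMSO and 100% = nicardipine control wells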
Target sequence (Q9UNQ0 whole entry, looked up): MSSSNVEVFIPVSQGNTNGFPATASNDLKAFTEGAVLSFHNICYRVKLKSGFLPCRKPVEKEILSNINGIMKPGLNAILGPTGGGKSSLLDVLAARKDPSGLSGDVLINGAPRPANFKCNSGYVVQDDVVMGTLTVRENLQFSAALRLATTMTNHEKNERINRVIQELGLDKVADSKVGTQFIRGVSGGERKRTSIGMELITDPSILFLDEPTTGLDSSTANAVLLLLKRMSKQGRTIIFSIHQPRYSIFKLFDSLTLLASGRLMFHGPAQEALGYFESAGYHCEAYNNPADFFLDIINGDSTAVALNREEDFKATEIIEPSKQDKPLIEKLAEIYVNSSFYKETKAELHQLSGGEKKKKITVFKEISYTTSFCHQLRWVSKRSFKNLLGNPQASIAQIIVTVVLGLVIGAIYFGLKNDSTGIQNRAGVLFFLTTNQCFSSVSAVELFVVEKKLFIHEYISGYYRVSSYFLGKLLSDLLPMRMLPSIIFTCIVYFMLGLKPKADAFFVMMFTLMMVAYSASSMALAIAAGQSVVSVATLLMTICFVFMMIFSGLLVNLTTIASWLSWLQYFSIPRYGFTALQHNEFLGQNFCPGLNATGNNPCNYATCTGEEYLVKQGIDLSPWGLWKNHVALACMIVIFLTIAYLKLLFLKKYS
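Test system: IgMXP3 (ABCG2) plus far-red-tagged CCRF-Adr (ABCB1) cells / Amount: 3 million cells/mL in well / Reagent: JC-1 transporter substrate / Timing: 10 min compound exposure, 25 °C / Signal: flow cytometry, 530 nm JC-1 signal / Read-out: percent efflux inhibition, scaled nicardipine 100% to DMSO 0% / Benchmarks: nicardipine as high control, DMSO as low control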
ABCB1 inh: blocks JC-1 efflux by human ABCB1 transporter. inhibition, % at 6.6 µM. AID 1326. P08183. 0.067% of 190,000 active. CCRF-Adr cells, flow cytometry; in the data active = inhibition above about 40%;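 also: 0% = vehicle and 100% = reference inhibitor; higher value means more JC-1 retained so stronger ABCB1 efflux block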
Rac1 wt modul: alters GTP binding to wildtype human Rac1 | P63000 | GST-Rac1 beads, fluorescent GTP binding, flow cytometry; actives lie on both sides; 0 = cold GTP competed, 100 = untreated | GTP binding activity (% of control), % at 10 µM | 0.27% of 190,000 active | AID 757;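 active = GTP binding activity at least 20 points away from the 100% control level, either lower or higher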
Avidin fluor: avidin bead compound fluorescence profile | AID 1775 | fluorescence (KMESF) at 10 µM | Avidin beads, compound fluorescence 488/530 nm, flow cytometry; stronger effect = higher value | 0.38% of 220,000 active; in the data active = fluorescence above about 47; also: inactives centre near 10
Numbers without * were called inactive; nt = no result given.

SMILES	GSH bead fluor	Pf gamet viab	Rab2A wt mod	Cdc42 wt	HRas wt GTP bind	Rab7 wt GTP bind	Rac1 mut GTP	ABCG2 block	ABCB1 inh	Rac1 wt modul	Avidin fluor
O=C(CN(C1CCCCC1)S(=O)(=O)c1ccc(Cl)cc1)NCc1ccncc1	8	3	102	99	100	98	97	2	1.0	97	13
COC(=O)C1=C(C)N=C2SC(C)C(=O)N2C1c1cccc(F)c1 (stereo not given)	14	nt	102	101	102	100	99	2	0.7	100	34
O=C1CCCc2oc3c(c21)CCCC3	13	-10	99	103	100	103	99	0	0.4	102	12
CCc1nnc(NC(=O)C2CCCN2S(=O)(=O)c2ccc(F)cc2)s1 (stereo not given)	7	nt	101	101	101	100	97	1	0.7	102	11
O=C(COC(=O)c1ccccc1)Nc1ccccc1Br	8	-2	97	99	95	96	95	9	0.0	96	11
CON/C=C(\C=Nc1ccc(Cl)cc1)c1ncc(C(F)(F)F)cc1Cl	44	nt	99	103	101	100	99	0	-0.1	101	24
COc1ccccc1C/C(N)=N/OC(=O)c1cccs1	9	0	97	98	97	95	96	3	0.2	98	11
COc1ccc(-n2ncc3c(NCCCn4ccnc4)ncnc32)cc1	10	14	100	102	99	102	97	10	1.8	103	23
Cc1cc(NC(=O)CCC(=O)N(c2ccccc2)C(C(=O)NC2CCCCC2)c2cccs2)no1 (stereo not given)	26	nt	94	99	98	100	95	14	1.9	103	36
COc1ccc(C(=O)c2sc(Nc3ccccc3)c(C(=O)Nc3ccc(OC)c(OC)c3)c2N)cc1	25	nt	96	100	98	101	96	-9	-0.8	100	15
CC(C)COC(=O)c1ccc(NC(=O)C2C3CCC(C3)C2C(=O)O)cc1 (stereo not given)	11	30	104	104	104	103	102	2	0.4	109	9
COc1ccc(C)c(NC(=O)C2CC(=O)NC3=C2C(=O)CCC3)c1 (stereo not given)	18	16	95	84	96	99	94	-1	0.9	95	5
O=C(COC(=O)c1cnc(Cl)c(Cl)c1)Nc1ccc(S(=O)(=O)N2CCCC2)cc1	11	-22	93	95	92	97	97	-5	-0.4	98	4
CCOc1ccccc1C1C(C#N)=C(N)SC(N)=C1C#N	12	1	98	93	96	98	95	0	-0.2	92	8
CCOC(=O)C1(Cc2cccc(OC)c2)CCN(Cc2cc(OC)ccc2OC)CC1	10	4	101	98	100	106	98	2	5.5	100	3
Cc1nn(C)cc1/C=N/NC(=O)C(C)(C)Oc1ccc(Cl)cc1	16	nt	102	106	104	99	101	0	-0.1	108	5
O=C(NCCO)c1scc2c1OCCO2	25	-4	100	104	102	98	95	6	1.0	99	11
CCC(C)C(NS(=O)(=O)c1ccc(C)cc1)C(=O)O (stereo not given)	10	-11	99	99	99	101	94	0	0.1	101	10
CC(C)(C)n1nc2c(c1NC(=O)c1ccc(Br)cc1)CS(=O)C2 (stereo not given)	16	nt	99	101	100	97	98	0	0.3	101	7
O=[N+]([O-])c1cccnc1NCc1cccs1	11	22	96	97	100	105	97	3	0.3	104	11
Cc1cc(C)c2c(-n3cccc3)c(NC(=O)OC(C)C)sc2n1	20	2	107	107	106	106	100	1	0.0	105	22
COC(=O)c1sccc1NC(=O)c1cc(-c2cc(C)ccc2C)nc2ccccc12	5	nt	100	104	102	102	102	4	0.7	109	8
CC(=O)c1cccc(CN2CCC(CO)(CCCc3ccccc3)CC2)c1	11	22	98	97	97	104	94	1	2.3	97	3
CCc1cccc(NC(=O)Cn2c(-c3ccccc3)cc(C(C)=O)c2C)c1	6	-13	95	101	97	95	100	3	1.0	99	0
CCOC(=O)c1ccc(N2C(=O)C3CC=CCC3C2=O)cc1 (stereo not given)	29	nt	92	97	95	92	93	0	-0.3	94	9
Cn1c(CCN2CCCCCC2)nc2cc(NC(=O)Nc3ccccc3)ccc21	22	22	101	100	101	99	100	-4	-0.7	104	10
O=C(NNS(=O)(=O)c1ccccc1)c1ccc(S(=O)(=O)N2CCCCC2)cc1	7	nt	99	101	102	105	100	-1	-0.1	100	5
Cc1ccc(Nc2ccc(C(=O)NCCc3ccccc3)cn2)cc1	7	16	95	102	98	104	98	7	0.5	102	16
Cc1ccc(NS(=O)(=O)c2cccc(C(=O)NCC(c3cccs3)N(C)C)c2)cc1 (stereo not given)	17	3	94	92	92	98	96	17	1.4	99	12
Cc1ccc(Cn2ncn(-c3ccccc3)c2=O)cc1	19	nt	95	97	97	97	95	4	0.7	100	9
Cn1c(-c2sc(=S)n(-c3ccccc3)c2N)nc2ccccc21	14	-31	103	104	104	104	100	3	0.4	103	27
CCn1c(CC(=O)Nc2ccc(C)cc2)nnc1SCC(=O)NCCc1ccccc1	15	nt	94	100	100	91	95	4	0.8	97	49*
Cc1ccc(NC(=O)ON=C2CCCC2)cc1	10	10	99	104	102	100	103	69	0.7	106	11
NC1=NC(=O)S/C1=C\c1ccc(O)cc1	4	nt	96	97	97	94	98	0	0.0	94	3
Cc1oc(-c2ccc3c(c2)OCCO3)cc1C(=O)NC(Cc1ccccc1)C(=O)O (stereo not given)	12	nt	95	95	98	104	91	3	0.1	97	3
CC(C)(C)c1ccc(CN(Cc2ccco2)Cc2nnnn2C2CCCC2)cc1	16	nt	95	94	98	97	93	2	0.7	94	26
O=c1[nH]c(SCc2cccc(Cl)c2)nc2[nH]ncc12	8	5	95	95	93	101	94	1	-0.2	96	24
CCN(CC)C(=O)c1cc(Cl)ccn1	9	2	100	94	100	99	97	0	-0.3	100	4
Cc1c(C(=O)Nc2ccc(Cl)cc2)c2ccccn2c1C(=O)c1ccc(F)cc1	41	nt	97	101	100	97	99	13	1.8	104	9
CC(Cl)C(=O)Nc1cc(C(F)(F)F)ccc1N1CCOCC1 (stereo not given)	15	-2	95	90	94	98	95	3	1.1	95	9

Sorted by heavy-atom count (ascending): part of the list above.
SMILES	GSH bead fluor	Pf gamet viab	Rab2A wt mod	Cdc42 wt	HRas wt GTP bind	Rab7 wt GTP bind	Rac1 mut GTP	ABCG2 block	ABCB1 inh	Rac1 wt modul	Avidin fluor
CCN(CC)C(=O)c1cc(Cl)ccn1	9	2	100	94	100	99	97	0	-0.3	100	4
Cc1ccc(NC(=O)ON=C2CCCC2)cc1	10	10	99	104	102	100	103	69	0.7	106	11
Cc1ccc(Cn2ncn(-c3ccccc3)c2=O)cc1	19	nt	95	97	97	97	95	4	0.7	100	9

More compounds
SMILES	GSH bead fluor	Pf gamet viab	Rab2A wt mod	Cdc42 wt	HRas wt GTP bind	Rab7 wt GTP bind	Rac1 mut GTP	ABCG2 block	ABCB1 inh	Rac1 wt modul	Avidin fluor
CCCN(CCC)CC(O)Cn1cc(/C=C/C(=O)c2ccccc2)c2ccccc21 (stereo not given)	16	5	97	98	96	102	96	22	12	98	11
O=c1[nH]c2ccccc2n1CCCN1CCCCC1	27	nt	98	99	99	97	100	1	0.3	104	9
Cc1onc(-c2ccccc2)c1C(=O)NC(=S)Nc1sc2c(c1C#N)CCC(C)C2 (stereo not given)	11	-2	89	96	92	99	89	1	0.2	96	11
Cc1cccc(C)c1-n1c(C)nn(CC#N)c1=O	22	-9	97	100	96	96	96	3	0.4	104	10
COc1ccc(CC(=O)NCc2nnc(SCc3ccc(C)cc3)n2C)cc1	10	nt	99	100	101	97	98	2	0.0	100	5
CC(C)OCCCNc1ncc2c(n1)CC(c1ccccc1)CC2=O (stereo not given)	14	-5	96	98	97	94	96	6	0.7	98	12
COc1cc(/C=N/NC(=O)Cn2nc([N+](=O)[O-])cc2C)cc(Br)c1OCc1ccccc1	23	3	103	105	102	98	101	5	0.2	106	31
Cc1ccc(-n2nc3ccc(NC(=S)NC(=O)/C=C/c4ccco4)cc3n2)cc1	7	-16	100	98	98	94	100	-4	-0.8	103	7
CCOc1ccc(NC(=O)CSc2nc(C)c3c(c2C#N)CCCC3)cc1	62	-29	101	102	102	101	101	4	0.6	102	11
NC(=O)C(c1ccc(Cl)cc1)c1ccc(Sc2ccc(Cl)cc2)nn1 (stereo not given)	13	nt	100	99	100	100	96	2	0.9	99	10
Cc1c(N2C(=O)CS/C2=N\N=C\c2ccc(Br)cc2)c(=O)n(-c2ccccc2)n1C	34	nt	98	96	96	99	95	7	0.0	99	7
Cn1c(=O)n(C)c2cc([N+](=O)[O-])c(N3CCN(S(=O)(=O)c4ccc(C(C)(C)C)cc4)CC3)cc21	11	nt	98	97	100	97	99	5	-4.2	103	9
Cc1ccc(S(=O)(=O)Oc2ccccc2/C=N/NC(N)=S)cc1	9	nt	100	101	99	101	98	3	1.1	105	7
O=C(Nc1ccc2c(c1)OCCO2)c1ccc(Cl)c([N+](=O)[O-])c1	7	1	98	101	98	101	100	5	0.3	99	2
COc1ccc(/C=C/C(=O)N(C(C)C)C(C)C)cc1Br	22	-27	100	103	102	100	101	9	1.2	106	16
COc1ccc2cc3c(N)nn(C(=O)c4ccccc4[N+](=O)[O-])c3nc2c1	8	3	101	101	102	97	99	6	0.2	102	10
CCCCCn1nnc2c(=O)oc3ccccc3c21	23	7	96	98	95	93	98	10	0.6	100	13
COc1ccccc1C1(O)CCN(CC(=O)Nc2nc(-c3ccccc3)cs2)CC1	13	-8	95	96	96	97	94	0	0.2	97	12
COc1ccc(N2CCN(C(CNS(=O)(=O)c3ccc4c(c3)OCCO4)c3ccco3)CC2)cc1 (stereo not given)	12	-1	98	102	98	96	98	31	3.9	105	3
Cc1cc(C(=O)Nc2ccccc2)c(C)o1	42	nt	92	92	94	94	90	-3	-2.3	92	6
C#CC[N+](C)(C)CCCCCCCC	8	nt	100	100	100	103	99	4	0.0	101	8
COc1ccc(NC(=O)CSc2nc3c([nH]c4ccccc43)c(=O)n2C)cc1	10	nt	101	99	99	110	94	9	0.5	101	10
Nc1nonc1C(=O)NCCNS(=O)(=O)c1ccc(F)cc1	7	9	98	99	97	101	100	4	0.8	98	2
Cc1sc(NC(=O)CSc2ncn(-c3ccccc3)n2)nc1-c1ccccc1	15	8	100	101	102	98	98	-1	-0.4	103	20
COc1ccc(C(=O)N2c3ccccc3CC2C)cc1OC (stereo not given)	17	2	94	95	94	96	95	4	1.1	92	27
O=C(O)c1cnc2ccccc2n1	50	nt	96	97	96	94	97	0	-0.1	100	6
Cc1c(C(=O)OCC(=O)Nc2ccccc2OC(F)F)cccc1[N+](=O)[O-]	9	nt	100	101	101	104	100	38	2.0	104	3
CCOc1ccccc1NC(=O)COC(=O)C(CC(C)C)N1C(=O)C2CC=CCC2C1=O (stereo not given)	19	nt	102	102	101	101	100	9	1.9	106	13
CC(C)Cc1csc(NC(=O)c2ccc(Cl)cc2)c1C(=O)O	14	1	89	94	91	95	90	11	-0.2	92	9
CN(CC(=O)N1CCc2ccccc21)S(=O)(=O)c1cccc2cccnc12	22	nt	102	101	102	104	100	2	0.6	106	7

Source: PubChem (several laboratories)
